KB-3-1 tox: KB-3-1 parental cell cytotoxicity; KB-3-1 viability, CellTiter-Glo ATP luminescence, 72 h; Potency, µM (titrated, usually from 46.1 µM), inactives show at the top dose activity change, negative = cytotoxic, hits mostly cytotoxic; 400,000 tested, 1.4% active; AID 1347075; note: potency is the fitted concentration of half-maximal effect; % is set by controls: 0 for no effect and ±100 for the full control effect; nearly all actives have a fitted effect of over 60% in size
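Parental KB-3-1 adenocarcinoma cells in phenol-red-free DMEM with 10% FBS were pin-treated with compounds at several concentrations, incubated 72 h at 37 °C, and viability read by CellTiter-Glo luminescence; concentration-effect curves were fitted after normalization.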
HT1080 IDH1KD tx: HT-1080 IDH1 knockdown cell toxicity (counter line); HT-1080 IDH1 knockdown viability, ATP luminescence, 48 h; Potency, µM (highest dose often 46.1 µM), inactives show at the highest dose activity, negative = toxicity, usual class: cytotoxic; 360,000 tested, 2% active; AID 686971;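 note: potency is the fitted concentration of half-maximal effect; 0% = DMSO wells and -100% = cell-free medium wells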
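Viability of IDH1-knockdown HT-1080 fibrosarcoma cells was assessed by CellTiter-Glo after 48 h at 37 °C with titrated compound; concentration-effect curves were classified by fit quality and response size.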
GLP-1R agonist: GLP-1 receptor (human) agonism. P43220. Potency, µM (top dose mostly 45.6 µM), inactives show at the highest dose activation, hits mostly activators. 380,000 tested, 0.007% active. HEK293 GLP-1R CRE-luciferase, luminescence, 4-6 h; cells express a hypersensitive GLP-1R form; note: potency is the fitted concentration of half-maximal effect; % of control where 0% means no effect
Target sequence (P43220 whole entry, looked up): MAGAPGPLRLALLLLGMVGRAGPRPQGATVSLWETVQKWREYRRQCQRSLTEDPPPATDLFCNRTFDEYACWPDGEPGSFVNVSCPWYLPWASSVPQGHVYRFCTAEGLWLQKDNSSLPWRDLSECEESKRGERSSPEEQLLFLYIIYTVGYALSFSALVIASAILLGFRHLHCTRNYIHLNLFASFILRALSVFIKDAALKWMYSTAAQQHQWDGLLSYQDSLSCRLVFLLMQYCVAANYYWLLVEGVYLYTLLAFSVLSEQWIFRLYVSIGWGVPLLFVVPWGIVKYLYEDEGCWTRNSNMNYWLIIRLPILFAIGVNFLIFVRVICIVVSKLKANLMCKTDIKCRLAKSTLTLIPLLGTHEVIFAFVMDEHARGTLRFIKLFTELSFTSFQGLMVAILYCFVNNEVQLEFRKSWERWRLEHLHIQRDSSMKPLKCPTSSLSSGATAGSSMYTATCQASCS
IL1B secr inh: blocks inflammasome-driven IL-1 beta release; THP-1 LPS/ATP IL-1B secretion, AlphaLISA, 16 h; stronger effect = lower value; activity change, % at 57.5 µM; 360,000 tested, 4.7% active; AID 743279; in the data active = activity change below about -50%; inconclusive = mostly about -30% to -49%; note: % is set by controls: 0 for no effect and ±100 for the full control effect
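THP-1 cells pretreated 1 hr with compounds (up to 57.5 uM final), then stimulated with LPS (250 ng/mL final) plus ATP (1.25 mM final); secreted IL-1B measured by AlphaLISA after 16 hr, decreased signal indicating inhibition.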
HT1080-NT tox: kills 2HG-producing HT-1080-NT fibrosarcoma cells. HT-1080-NT fibrosarcoma viability, CellTiter-Glo ATP luminescence, 48 h. 360,000 tested, 1.6% active. Potency, µM (series often up to 46.1 µM), inactives show at the top dose activity, negative = less viability, hits mostly cytotoxic;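 note: NT is the 2HG producing partner of a matched IDH1 knockdown line; potency is the fitted concentration of half-maximal effect; 0% = DMSO-treated cells and -100% = media-only wells without cells; nearly all actives have a fitted effect of over 55% in size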
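Viability of the 2HG-overproducing fibrosarcoma line after 48 hours of compound exposure at 37 degrees C was determined by luminescence with CellTiter-Glo, and concentration-effect curves were then fitted and categorized.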
DRD3 agonist: D3 dopamine receptor (human) agonism | 410,000 tested, 0.58% active | max activation, % | D3R DiscoveRx beta-arrestin cells, luminescence, 90 min | AID 652048; in the data active = max activation above about 30%; note: 0% is about no effect; mostly tested at two doses, the higher about 12 µM
Target sequence (P35462 whole entry, looked up): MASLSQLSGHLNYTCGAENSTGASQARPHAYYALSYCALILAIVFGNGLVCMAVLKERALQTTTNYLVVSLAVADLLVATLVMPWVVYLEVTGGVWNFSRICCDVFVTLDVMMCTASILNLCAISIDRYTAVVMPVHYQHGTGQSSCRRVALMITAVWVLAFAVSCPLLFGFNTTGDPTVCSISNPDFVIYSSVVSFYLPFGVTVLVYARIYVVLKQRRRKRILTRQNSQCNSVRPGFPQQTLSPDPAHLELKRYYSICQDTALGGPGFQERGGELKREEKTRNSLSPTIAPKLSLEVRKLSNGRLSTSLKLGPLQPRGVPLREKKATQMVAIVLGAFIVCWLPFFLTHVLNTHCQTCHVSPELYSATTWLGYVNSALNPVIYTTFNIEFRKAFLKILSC
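Cells at 1500/well, incubated overnight, then treated with pinned compounds (dopamine as control) for 90 min at 37 degrees C. DiscoveRx reagent added for 30 - 60 minutes at room temperature; luminescence read.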
KB-V1 cytotox: KB-V1 MDR subline cytotoxicity | Potency, µM (series often up to 46.1 µM), for inactives: at the top dose activity change, negative = cytotoxicity, most hits filed as cytotoxic | 400,000 tested, 3.4% active | KB-V1 MDR cells viability, CellTiter-Glo, 72 h; note: potency is the fitted concentration of half-maximal effect; % is set by controls: 0 for no effect and ±100 for the full control effect; nearly all actives have a fitted effect of over 60% in size
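Following 72 h at 37 degrees C with compound, KB-V1 cell viability was read by CellTiter-Glo luminescence, medium being phenol-red-free DMEM plus 10% FBS; concentration-response parameters came from normalized, curve-fitted qHTS data.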
SW480 rereplic: DNA re-replication induction in SW480 cells. 340,000 tested, 1.8% active. Potency, µM (series often up to 46.1 µM), without a hit: top-dose re-replication activation, actives largely listed as activators. SW480 DNA re-replication, Hoechst DNA content imaging, 48 h; note: potency is the fitted concentration of half-maximal effect; % of control where 0% means no effect; nearly all actives have a fitted effect of over 55% in size
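DNA re-replication was detected as more nuclei of elevated Hoechst intensity after 48 hr exposure to compound (23 nL pinned per well of 250 cells).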
DRD3 antagonist: D3 dopamine receptor (human) antagonism. max response, negative = inhibition, %. 360,000 tested, 2.5% active. D3R cells, DiscoveRx beta-arrestin luminescence, antagonist mode; stronger effect = lower value. AID 652054. P35462; in the data active = max response below about -50%; inconclusive = no clear call, values can overlap the other calls; note: % is set by controls: 0 for no effect and ±100 for the full control effect; mostly tested at two doses, the higher about 12 µM
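Cells expressing the human receptor were seeded at 1500 cells/well, incubated overnight at 37 degrees C in 5% CO2, then exposed to library compounds with dopamine controls for 90 minutes at 37 degrees C before luminescent detection.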
Active calls of the source: *; i = inactive; ? = inconclusive; · = no result given; [ ] = another dose, or the depositor's remark. Unless noted, calls come from the whole dose curve; as a rule, active = well fitted curve in the direction sought with a large enough effect; inconclusive = small, poorly fitted or top-dose-only effect, or another doubt; inactive = no such curve, though single readings can be large; an effect the other way counts as inactive or inconclusive. Hits appear at their usual frequency. About 12% of those tested had a hit in this group.

SMILES	KB-3-1 tox	HT1080 IDH1KD tx	GLP-1R agonist	IL1B secr inh	HT1080-NT tox	DRD3 agonist	KB-V1 cytotox	SW480 rereplic	DRD3 antagonist
CCc1ccc([C@@H]2CC=C(C(=O)O)[C@H](c3ccccc3)N2S(=O)(=O)c2ccc(C)cc2)cc1	0%	-4%	4%	30	12%	-8	-7%	1%	?
C#CCNC(=O)C1=C[C@@H](c2ccc(C(F)(F)F)cc2)C[C@@H](OCc2ccc(CO)cc2)O1	9%	0%	7%	-11	-1%	18	4%	14%	-2
CCC(=O)NCCc1nc2cc(NC(=O)c3ccc(F)cc3)ccc2n1C	1%	0%	-5%	3	2%	3	?	5%	5
COc1cc2c(cc1OC)C(=O)N1[C@H]3c4cc(C)ccc4OC[C@@H]3[C@H](c3ccccc3)[C@]1(C)C(=O)N2	?	16µM*	-2%	-51*	?	3	?	13µM*	0
[O-][n+]1c2ccccc2cc2ccccc21	7%	-1%	5%	-12	-2%	7	9%	18µM*	18
c1ccn(-c2ncnc3sc4c(c23)CCCC4)c1	8%	-4%[9.24 µM]	11%	14	-14%	10	?	-8%	9
CC(=O)NC(Cc1c[nH]c2ccccc12)C(=O)NCCc1ccccn1 (stereo not drawn)	1%	-1%	3%	10	-1%	4	22%	-2%	-5
CC(=O)CC[N+](C)(C)C	-3%	?	-6%	-96*	-7%	5	-3%	?	13
COC(=O)c1ccc(/C=C/C(=O)c2ccc(OC)c(OC)c2)cc1	?	?	-23%	-59*	?	1	?	?	-12
CCCC(=O)Nc1ccc(C(=O)NNC(=O)c2ccccc2Br)cc1	3%	2%	1%	1	0%[9.24 µM]	13	16%	-4%	-17
O=C(NCCCn1ccnc1)C(=O)c1c[nH]c2ccccc12	0%	?	-8%	12	12%	1	0%	-4%	-3
CS(=O)(=O)c1ccc2nc(NC(=O)c3ccc(=O)[nH]c3)sc2c1	4%	4%	17%	19	28%	13	-14%	?	9
CC(=O)C1=C(C)NC(=S)NC1c1cccc([N+](=O)[O-])c1 (stereo not drawn)	2%	9%	0%	0	9%	2	-2%	-3%	10
COc1ccc(C(=O)NC(C(=O)OCC(=O)Nc2sccc2C(N)=O)C(C)C)cc1 (stereo not drawn)	-16%	0%	-2%	-18	-5%[9.24 µM]	15	-25%	-6%	6
Cc1cc(NC(=O)c2cc(-c3ccc(C)c(C)c3)nc3ccccc23)no1	-2%	-22%	-3%	15	3%	11	-16%	-6%	6
O=C(Nc1ccc2c(c1)OCCO2)C(c1ccncc1)n1c(=O)c(-c2ccco2)nc2ccccc21 (stereo not drawn)	16%	0%	·	-14	0%	9	-3%	·	3
COc1cc(NC(=O)CCC(=O)c2cccs2)cc(OC)c1	23%	23%	0%	i	10%	5	0%	-27%	15
Cc1ccc(-n2c(SCC(=O)NC3CCS(=O)(=O)C3)nc3ccccc3c2=O)cc1 (stereo not drawn)	7%	0%	10%	12	-5%	-6	1%	0%	-16
CC1CCCN(S(=O)(=O)c2ccc(NC(=O)c3cccc(-n4cnnn4)c3)cc2)C1 (stereo not drawn)	1%	-22%	8%	-13	4%	-13	-42%	2%	-13
COCCCNC(=O)c1ccc2c(=O)n(CC3CCCO3)c(=S)[nH]c2c1 (stereo not drawn)	1%	1%	0%	-3	-1%	-7	18%	2%	6
CCOc1cc(-c2noc(CCC(=O)NCCc3ccccc3)n2)ccc1OC	14%	-9%	5%	27	-19%	-3	-11%	-8%[9.22 µM]	6
NC(=O)NN=C1C2CCCC1C(c1ccccc1)NC2c1ccccc1 (stereo not drawn)	-26%	?	1%	-8	?	5	?	-1%	6
COc1cc(C(=O)Nc2cc(S(=O)(=O)N3CCOCC3)ccc2N2CCOCC2)ccc1OC(F)F	1%	-11%	3%	-1	5%	1	-2%	-1%	-2
O=C(c1cncc(Br)c1)N1CCN(S(=O)(=O)c2ccccc2)CC1	4%	6%	11%	8	1%	3	-25%	-4%	18
Cc1nc2nc[nH]n2c(=O)c1NS(C)(=O)=O	11%	16%	-8%	24	13%	5	1%	-30%	20
O=C(Nc1ccc(N2CCOCC2)c2nonc12)C1CCCC1	14%	1%	?	-21	5%	-4	?	-1%	-12
CCN(CC)C(=O)CSc1ccccc1N	9%	0%	-10%	17	-1%	5	17%	1%	-13
COC(=O)c1ccc(OCC2c3cc(OC)c(OC)cc3CCN2C(=O)c2ccccc2F)cc1 (stereo not drawn)	-9%	·	23%	·	·	7	-2%	·	·
CC(C)C[C@H]1CN([C@@H](Cc2ccccc2)CN2CCC[C@H]2CN2C(=O)C(=O)NC[C@@H]2Cc2ccccc2)C(=O)C(=O)N1CCc1ccccc1	-18%	4%	0%	-2	0%	4	7%	·	17
N#Cc1ccc(C(=O)NN2C(=O)NC3(CCCCC3)C2=O)cc1	?	-3%	-4%	11	-1%	-8	8%	-4%	-8
O=C1NC(=O)C(c2cccs2)(c2cccs2)N1	-6%	12%	7%	-10	19%	0	?	-6%	-5
COc1ccc(NC(=O)CCc2ccccc2)cc1S(=O)(=O)N1CCCCC1	?	0%	7%	-2	-2%	-14	5.2µM*	-2%	-20
COc1cc(OC)cc(C(=O)NNC(=O)CN2C(=O)NC3(CCCC3)C2=O)c1	0%	9%	1%	-16	0%	6	0%	-17%	2
COc1ccc(/C=N/Nc2nc3ccccc3c(=O)[nH]2)cc1	?	9%	1%	0	10%	-5	-27%	-7%	?
CCC(=O)N1c2ccccc2[C@@H](N(C(C)=O)c2ccccc2)C[C@H]1C	0%	-4%	4%	-13	0%	-4	-19%	1%	2
CCOc1ccccc1OCC(=O)N/N=C(\C)Cc1ccc(OC)cc1	?	?	20%	0	?	2	?	8.2µM*	-21
CC(NC(=O)CN1C(=O)NC(Cc2ccccc2)(Cc2ccccc2)C1=O)C12CC3CC(CC(C3)C1)C2 (stereo not drawn)	?	?	-12%	-10	21µM*	0	?	?	-17
COc1cc(CN2CCN(c3cccc(C)c3C)CC2)cc(Br)c1O	?	?	-14%	?	?	10	?	?	?
CCOc1ccccc1OCCn1ncc2ccc(OC)c(OC)c2c1=O	5%	0%	5%	-10	-1%	2	-19%	-12%	-14
CC(C)OCCCNc1nc2c([nH]1)c(=O)n(C)c(=O)n2C	9%	-24%	-6%	5	3%	1	-24%	-6%	-6
COc1ccccc1N1C(=O)CC(N2CCN(c3ccc(Cl)cc3)CC2)C1=O (stereo not drawn)	5%	0%	-4%	37	-8%	7	17%	-3%	11
C=CCOc1ccc(C=Nc2cccc(Cl)c2)c(O)c1	8%	13%	-11%	34	0%	4	18%	-1%	1
COc1ccc(CCN2CC(C(=O)NCCc3ccccn3)CCC2=O)cc1 (stereo not drawn)	·	20%	-9%	-3	-10%	8	·	-3%	20
O=C(CSc1ncccn1)N1CCc2ccccc2C1	-5%	4%	-6%	38	-1%	-2	-5%	11%	-1
Cc1csc(NC(=O)c2ccc(S(=O)(=O)N3CCCC3)cc2)n1	0%	2%	11%	0	-1%	-7	1%	1%	11
O=C1OCCN1C(=O)[C@H]1[C@H](c2ccc(Cl)cc2)C(c2cccc(Cl)c2)=NN1c1ccc(Br)cc1	?	?	-1%	-23	-10%	-3	?	?	14
Cn1c(CC(=O)Nc2ccccc2)n[nH]c1=S	12%	8%	-4%	3	1%	0	22%	2%	-13
COC(=O)c1ccccc1NC(=O)CSc1nncn1C	2%	8%	-4%	3	5%	-10	?	5%	-13
Cc1cc(C)c(OCC(=O)Nc2ccccc2N2CCOCC2)c(C)c1	21µM*	?	3%	-11	-11%	8	0%	?	-3
CC(=O)NS(=O)(=O)c1ccc(NC(=O)CC23CC4CC(CC(Br)(C4)C2)C3)cc1	2%	19%	-2%	8	13%	-5	-1%	-6%	-2
CCn1c(C)cc(C(=O)CN2C(=O)c3ccccc3S2(=O)=O)c1C	3%	0%	-59%[inhibitor]	-8	8%	-6	-19%	0%	0
NC(=O)CC(NC(=O)Cc1cccc2ccccc12)c1ccc(NCCc2cccc(F)c2)c([N+](=O)[O-])c1 (stereo not drawn)	0%	-15%	-1%	-8	-1%	0	-13%	2%	-30
Cc1cncc(N2CCN(c3ccccn3)CC2)n1	0%	8%	1%	6	21%	-1	4%	·	-18
NS(=O)(=O)c1ccc(NC(=O)CSc2nnc(COc3ccccc3Cl)n2C2CC2)cc1	-3%	-16%	-4%	2	-4%	-7	0%	-2%	-9
COc1ccc(-c2ccc(-c3cc(=O)oc4c(C(C)C)ccc(C)c34)cc2)cc1	0%	2%	-1%	41	4%	10	-1%	?	14
CCNc1c(NS(=O)(=O)c2ccc(OC)c(Cl)c2)c(=O)oc2ccccc12	?	?	-2%	-10	?	-1	-29%	0%	1
COc1ccc(NC(=O)C[C@H]2C(=O)N(C3CCCCC3)C[C@@H]2C)cc1	2%	11%	-5%	1	20%	4	?	·	-4
CSc1nc(C)c(CCOCc2ccccc2)c(=O)[nH]1	10%	-1%	9%	16	1%	1	8%	-9%	-1
COc1ccc(S(=O)(=O)N(CC(=O)NCc2ccncc2)c2cc(C)cc(C)c2)cc1OC	7%	6%	8%	22	0%	8	-3%	-21%	23
CCOC(=O)c1cc(-c2ccccc2)nn1CCC#N	8%	-4%	11%	7	5%	-2	-5%	-7%	6

Limited to HT1080-NT tox, for two of the compounds above:
| canonical_smiles | HT1080-NT tox |
| --- | --- |
| O=C1OCCN1C(=O)[C@H]1[C@H](c2ccc(Cl)cc2)C(c2cccc(Cl)c2)=NN1c1ccc(Br)cc1 | -10% |
| Cn1c(CC(=O)Nc2ccccc2)n[nH]c1=S | 1% |
